# Screening data deposited in PubChem BioAssay by several laboratories.
# LYP act: activators of human LYP (PTPN22) phosphatase. Q9Y2R2. recombinant LYP, DiFMUP fluorescence; 0 = plate median, 100 = signal doubled. activation, % at 2 µM. 0.11% of 96,000 active;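 active = activation at 2 µM above a set limit, the mean plus 5 SD, cut at about 37% in these data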
# sEH inhibitor: inhibitors of human soluble epoxide hydrolase; P34913; recombinant human sEH enzymatic activity assay; inhibition, % at 2 µM; 0.34% of 91,000 active; in the data active = inhibition above about 80%; also: values of inactives mirror those of a sister screen read the other way; many of its hits are not listed in these tables
# Target sequence (P34913 whole entry, looked up): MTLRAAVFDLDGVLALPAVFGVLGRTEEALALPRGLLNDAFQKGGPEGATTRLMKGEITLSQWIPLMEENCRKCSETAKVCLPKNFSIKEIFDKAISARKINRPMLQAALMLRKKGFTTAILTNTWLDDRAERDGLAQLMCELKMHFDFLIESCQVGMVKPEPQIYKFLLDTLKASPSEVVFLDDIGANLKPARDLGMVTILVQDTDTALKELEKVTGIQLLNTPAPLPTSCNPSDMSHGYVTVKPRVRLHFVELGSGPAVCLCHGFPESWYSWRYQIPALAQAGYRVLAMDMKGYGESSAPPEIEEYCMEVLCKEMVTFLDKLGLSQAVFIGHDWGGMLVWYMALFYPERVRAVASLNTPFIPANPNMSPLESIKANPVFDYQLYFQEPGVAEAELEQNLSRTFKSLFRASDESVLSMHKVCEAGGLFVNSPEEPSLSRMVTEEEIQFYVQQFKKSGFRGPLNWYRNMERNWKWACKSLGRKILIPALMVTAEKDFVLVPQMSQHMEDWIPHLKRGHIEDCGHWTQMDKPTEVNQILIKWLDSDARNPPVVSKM
# HUVEC inhibit: human endothelial cell proliferation inhibition; 1.1% of 86,000 active; AID 648; viability, % at 10 µM (by protocol); HUVEC proliferation, CellTiter-Glo luminescence, 72 h; hits give low values;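 active = viability at or below 30%; inactive = viability above 30%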;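 also: 100% = median luminescence of DMSO-only cell control wells on each plate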
# sEH activator: increases human soluble epoxide hydrolase activity | 0.04% of 91,000 active | purified human sEH enzymatic activity, activator screen | AID 717 | P34913 | activation, % at 2 µM; in the data active = activation above about 37%; also: values of inactives mirror those of a sister screen read the other way
# Lung fibro prol: blocks proliferation of human lung fibroblasts; LL 47 human lung fibroblast viability, ATP luminescence; hits give low values; 1.1% of 85,000 active; viability, % at 10 µM; AID 719;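 active = viability at or below 50% in the single dose screen; inactive = viability above 50%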;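 also: compound exposure lasted 72 h before the ATP readout; 100% = median luminescence of untreated cell-only wells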
#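 Material: human lung fibroblast line LL 47, low passage; Evaluation: viability percentage against median untreated-cell control; Buffer or medium: 15% FBS in IMEM; Incubation: 72 h compound exposure at 37 °C after overnight plating; Dosing: 0.1% DMSO in all compound wells; Measured by: CellTiter-Glo luminescence.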
# S1P2 ag: activates the human S1P2 receptor; S1P2-expressing cell line, agonist reporter read-out; AID 729; O95136; activation, % at 4.5 µM; 0.46% of 97,000 active; in the data active = activation above about 16%;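 also: 0% = vehicle low control and 100% = maximal reference agonist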
# Target sequence (O95136 whole entry, looked up): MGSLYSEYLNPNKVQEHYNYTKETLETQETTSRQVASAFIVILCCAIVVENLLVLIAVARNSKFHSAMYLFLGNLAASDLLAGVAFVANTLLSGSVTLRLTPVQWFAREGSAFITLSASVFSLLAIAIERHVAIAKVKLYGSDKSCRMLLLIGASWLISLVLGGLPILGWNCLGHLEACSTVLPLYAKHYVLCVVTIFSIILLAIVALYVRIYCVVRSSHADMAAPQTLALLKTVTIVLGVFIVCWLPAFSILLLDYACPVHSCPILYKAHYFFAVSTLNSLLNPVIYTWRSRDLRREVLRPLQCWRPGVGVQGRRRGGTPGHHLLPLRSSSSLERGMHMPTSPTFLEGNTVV
# H69AR inhibit: blocks growth of human H69AR lung tumor cells; H69AR lung tumor viability, ATP luminescence, 72 h; hits give low values; 6% of 85,000 active; viability, % at 10 µM; AID 598;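 active = viability at or below 40%; inactive = viability above 40%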;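 also: multidrug resistant small cell line overexpressing MRP-1 efflux transporter; 100% = mean luminescence of untreated control wells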
# PostGolgi ctrl: growth of the yeast control strain, post-Golgi counter-screen | efflux-deficient yeast background strain, growth absorbance A615, 16 h | AID 738 | inhibition, % at 10 µM | 5% of 98,000 active; in the data active = inhibition above about 30%
# S1P2 antag: antagonists of human S1P2 receptor; AID 736; inhibition, % at 5 µM; cell-based S1P2 antagonist assay, inhibition at 5 uM; 0.21% of 97,000 active; O95136; in the data active = inhibition above about 45%;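 also: CRE beta-lactamase reporter cells expressing human S1P2 stimulated with S1P; 0% = agonist at EC80 alone and 100% = agonist plus reference antagonist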
# Starred values were filed as active, the others as inactive; . = not tested or not shown. This is a subset; count on the stated rates, not on these rows.
# Order of values – LYP act	sEH inhibitor	HUVEC inhibit	sEH activator	Lung fibro prol	S1P2 ag	H69AR inhibit	PostGolgi ctrl	S1P2 antag
- Cc1ccccc1-c1nc(CN2CCC(C(=O)NC3CCN(Cc4ccccc4)CC3)CC2)c(C)o1
 : 10	40	9.9*	-40	57	-1	22*	.	17
- COC(=O)c1[nH]c2ccccc2c1NC(=O)CCN1CCN(C2CCCCC2)CC1
 : 22	-7	72	6	96	-4	91	0	29
- O=C(O)C1CC(=O)N(Cc2cccnc2)C1 (configuration not stated)
 : -4	2	97	-3	97	-3	92	7	21
- Cc1ccc(OC(=O)COc2ccccc2C)c(-n2nc3ccccc3n2)c1
 : 0	3	90	0	96	-2	97	.	-12
- COc1ccc(C(=O)Nc2ccccc2C(=O)NC(C(=O)NCc2ccco2)C(C)C)cc1 (configuration not stated)
 : -5	.	44	.	39*	-6	1.2*	5	-4
- O=C(NC1CCCCCC1)C1c2ccccc2C(=O)N1Cc1cccnc1 (configuration not stated)
 : -7	-11	94	13	92	-3	84	-4	-13
- Cc1cccc(S(=O)(=O)C(C#N)c2nc3ccccc3nc2N2CCCC2)c1 (configuration not stated)
 : 7	2	74	-2	100	-2	86	0	2
- O=C1N(c2ccccc2)C2CS(=O)(=O)CC2N1c1ccc(Br)cc1 (configuration not stated)
 : -13	7	92	-8	101	0	98	2	-4
- C=CCNc1nc2c3ccccc3n(C(C)=O)c2s1
 : -6	-16	89	13	100	-1	70	23	6
- Cc1ccccc1NC(=O)c1sc(Cl)nc1-c1ccccc1
 : 10	10	.	-8	.	-5	.	39*	28
- Cn1c(NC(=O)COc2ccccc2)cc(=O)n(C)c1=O
 : 5	-6	100	6	100	-8	97	9	-7
- C=CCN1C(=O)C(O)(CC(=O)c2ccc(OC)cc2OC)c2cc(Br)ccc21 (configuration not stated)
 : -10	13	77	-10	90	-5	51	9	10
- Cc1onc(-c2c(F)cccc2Cl)c1C(=O)OCC(=O)NC(c1ccccc1)c1ccccc1
 : 6	10	.	-8	.	1	.	9	-2
- CC(=O)c1cc2c(cc1NC(=O)CSc1nc3ccccc3o1)OCO2
 : -6	-5	84	8	94	-5	58	5	-32
- COc1ccccc1-c1cn(S(=O)(=O)c2ccc(C)cc2)nc1N
 : -1	-4	91	10	98	-5	80	10	7
- CCC(=O)Nc1nonc1-c1nc2ccccc2n1Cc1ccccc1
 : -8	-2	88	7	77	2	66	10	-31
- CCOC(=O)N1CCC(N2C(=O)c3ccccc3C2Nc2ccccc2)CC1 (configuration not stated)
 : -2	8	84	-10	94	1	72	4	6
- CN1CCN(/C=N/c2c(C#N)cnn2C)CC1
 : -9	-6	81	8	91	-2	85	1	-35
- Cc1ccc(C2=N/C(=C\N(C)C)C(=O)O2)cc1
 : -6	8	.	-6	.	-3	.	9	7
- O=C(c1cccs1)N1CCN(C/C=C/c2ccccc2)CC1
 : -6	-4	92	4	94	-8	96	0	5

# An excerpt from above in order of number of heavy atoms, ascending:
# Order of values – LYP act	sEH inhibitor	HUVEC inhibit	sEH activator	Lung fibro prol	S1P2 ag	H69AR inhibit	PostGolgi ctrl	S1P2 antag
- O=C(c1cccs1)N1CCN(C/C=C/c2ccccc2)CC1
 : -6	-4	92	4	94	-8	96	0	5
- O=C1N(c2ccccc2)C2CS(=O)(=O)CC2N1c1ccc(Br)cc1 (configuration not stated)
 : -13	7	92	-8	101	0	98	2	-4
- CCOC(=O)N1CCC(N2C(=O)c3ccccc3C2Nc2ccccc2)CC1 (configuration not stated)
 : -2	8	84	-10	94	1	72	4	6

# The listing continues:
# Order of values – LYP act	sEH inhibitor	HUVEC inhibit	sEH activator	Lung fibro prol	S1P2 ag	H69AR inhibit	PostGolgi ctrl	S1P2 antag
- Cc1cc(C(=O)N2CCCCCC2)cs1
 : -10	0	96	-2	101	-1	104	0	5
- O=C(CCC1N=C2c3ccccc3N=C(SCc3ccccc3Cl)N2C1=O)NCc1ccco1 (configuration not stated)
 : 2	-6	73	7	89	-4	.	37*	10
- Fc1ccccc1OCCSc1nnnn1-c1ccccc1
 : 2	-14	100	14	96	-4	95	21	3
- COc1cc(C2C(C#N)=C(N)Oc3cc(C)n(CC4CCCO4)c(=O)c32)cc2c1OCO2 (configuration not stated)
 : -4	21	85	-18	97	-1	79	9	5
- COc1ccc(-c2nnc(SCC(=O)Nc3sc4c(c3C#N)CCC4)n2CC2CCCO2)cc1 (configuration not stated)
 : .	.	94	.	89	.	55	16	.
- O=C(CC1Oc2ccccc2NC1=O)NCCc1ccccc1 (configuration not stated)
 : -11	4	103	-1	113	-6	102	4	-8
- Cn1cccc1C(=O)OCC(=O)c1cc2ccccc2o1
 : 2	5	109	-6	107	-4	94	.	26
- CCCCNC(=O)N1CCOCCOCCN(C(=O)NCCCC)CCOCC1
 : 12	.	106	.	97	-4	95	9	-7
- CC(=O)Nc1cccc(NC(=O)CSc2ncc(-c3ccc(Cl)cc3)n2Cc2ccco2)c1
 : 1	13	56	-13	99	-14	78	37*	10
- Nc1nnc(-c2ccccc2Cl)s1
 : .	.	104	.	105	.	95	3	.
- COc1ccc(OCCC(=O)OCC(=O)NC(=O)NC(C)(C)C)cc1
 : 14	12	.	-11	.	-1	.	6	6
- O=c1/c(=C\c2ccc3c(c2)OCO3)sc2n1CCCN=2
 : -1	1	84	0	96	-3	70	1	8
- CCN(CC)P(=O)(/C(Cl)=C\Nc1c(C)n(C)n(-c2ccccc2)c1=O)N(CC)CC
 : -7	-12	86	11	98	-1	90	3	-2
- c1ccc(-c2oc3ncnc(NCCCn4ccnc4)c3c2-c2ccccc2)cc1
 : -2	1	38	-1	80	3	29*	66*	5
- CC(C)=CCC/C(C)=C/CC(C)(C)CNCCN1CCNCC1
 : -9	8	1.5*	-5	1.7*	-1	0.6*	3	-11
- Cc1cc2cc(CN(Cc3nnnn3C3CCCCC3)CC3CCCO3)c(=O)[nH]c2cc1C (configuration not stated)
 : -1	4	86	-5	98	-7	74	17	3
- CC(NC(=O)CSc1nnc(-c2cc3cc(Cl)ccc3o2)n1C)c1ccccc1 (configuration not stated)
 : 8	5	98	-8	96	3	69	.	-9
- CC1=CC(C)(C)N(C(=O)CSc2nccn2C)c2cc(C)ccc21
 : -2	-8	106	9	89	0	67	1	6
- CCn1c(-c2ccccc2Cl)nn(CC(=O)Nc2ccc(OC)cc2)c1=S
 : 7	5	.	-2	.	-8	.	1	-14
- O=C(Cn1c(=O)n(-c2ccc(F)cc2)c(=O)c2sccc21)N1CCCC1
 : -2	-2	101	0	98	-3	92	1	3

# An excerpt from above with just LYP act, H69AR inhibit and S1P2 ag:
molecule,LYP act,H69AR inhibit,S1P2 ag
O=C(CCC1N=C2c3ccccc3N=C(SCc3ccccc3Cl)N2C1=O)NCc1ccco1 (configuration not stated),2,.,-4
Fc1ccccc1OCCSc1nnnn1-c1ccccc1,2,95,-4
COc1cc(C2C(C#N)=C(N)Oc3cc(C)n(CC4CCCO4)c(=O)c32)cc2c1OCO2 (configuration not stated),-4,79,-1

# The listing continues.
# Order of values – LYP act	sEH inhibitor	HUVEC inhibit	sEH activator	Lung fibro prol	S1P2 ag	H69AR inhibit	PostGolgi ctrl	S1P2 antag
- COC(Cc1n[nH]c(=S)n1-c1ccccc1)OC
 : -3	4	.	-6	.	-4	.	15	-5
- Cc1nn(-c2ccccc2)c(Cl)c1C(=O)OC(C)C(=O)NC(=O)NC1CCCCC1 (configuration not stated)
 : -18	-10	107	9	102	-6	80	21	8
- CCn1c(SCC(=O)c2ccc3c(c2)OCCO3)nnc1-c1ccco1
 : -2	-3	91	4	98	-3	100	4	-6
- CC(=O)c1cccc(NS(=O)(=O)c2cc(OCC(N)=O)c(C)cc2Cl)c1
 : 1	1	100	1	96	-7	76	7	3
- O=C(CN(Cc1ccc(F)cc1)C(=O)Cn1nnc2ccccc21)NCC1CCCO1 (configuration not stated)
 : -2	-9	101	8	101	0	105	5	5
- Cc1ccc(-c2c3c([nH]c(=S)c2C#N)CCCC3)o1
 : -8	8	96	-8	102	-2	87	8	-8
- COc1ccc(C(C)(C)C)cc1NC(=O)Nc1ccc2c(c1)OCO2
 : -11	10	60	-11	98	-8	22*	71*	29
- CCOC(=O)c1c(CN2CCCCC2)n(C)c2cc(Br)c(O)c(CN(C)C)c12
 : -9	7	92	-8	97	-4	91	-3	1
- O=C(Nc1ccccc1NC(=O)NC1CCCCC1)NC1CCCCC1
 : -13	9	3.6*	-10	51	10	0.6*	-7	45
- CCc1ccccc1S(=O)(=O)Cc1ccc(C(=O)NCc2ccc3c(c2)OCO3)o1
 : 3	17	102	-15	92	-2	95	12	-1
- COc1ccc(CCNC(=O)C2CC(c3ccccc3[N+](=O)[O-])=NO2)cc1 (configuration not stated)
 : -3	-4	.	2	.	-3	.	16	-5
- Cc1ccc(S(=O)(=O)/N=C2\C(=O)c3ccccc3C([O-])=C2n2cc[n+](CCC(C)C)c2)cc1
 : 10	10	4.4*	-9	44*	-2	42	7	16
- COc1ccc(C2=NOC(C(=O)N3CCCCCC3)C2)cc1OC (configuration not stated)
 : 18	16	106	-15	.	-6	100	3	2
- CN(CCCNC(=O)c1cn(C)c2ccc(S(=O)(=O)N(C)C)cc2c1=O)c1ccccc1
 : 2	1	90	-1	96	-6	87	22	20
- COC(=O)c1ccc(CSc2nc(C(F)(F)F)c3c(c2C#N)CCC3)o1
 : 9	-2	95	3	96	-5	91	13	-9
- Cc1ccccc1NC(=O)Cc1nnc(SCc2ccc(Cl)c(Cl)c2)n1C
 : -6	11	.	-11	.	-4	.	7	6
- CC(=O)c1cccc(NC(=O)C2CCCC2)c1
 : -8	-1	109	3	97	-4	100	0	-2
- CN(C)CCNC(=O)C12CC3(C)CC(C)(CC(C)(C3)C1)C2
 : -4	-13	107	15	99	-7	89	5	-4
- O=C(Nc1ccc2c(c1)OCO2)C1CCN(S(=O)(=O)c2ccc3c(c2)OCCO3)CC1
 : 0	40	.	-40	.	-3	.	18	7
- CCN1CCCC1CNC(=O)C1CCN(Cc2nc(-c3cccc(Br)c3)oc2C)CC1 (configuration not stated)
 : 1	12	18*	-10	29*	-6	52	5	10
- CCCCOC(=O)C1=C(C)Nc2ncnn2C1c1cc(OC)ccc1OC (configuration not stated)
 : 2	-5	83	4	98	-2	78	4	-9
- CN=c1scc(C)n1/N=C/c1ccc(O)cc1O
 : 0	5	.	-7	.	-8	.	15	17
- COC(=O)C(NC(=O)C(CC(C)C)NC(=O)C1CCC(C)CC1)C(C)C (configuration not stated)
 : -1	5	92	-8	107	-4	103	7	-1
- C=CCOC(=O)C1=C(C)NC(=O)NC1c1cn(-c2ccccc2)nc1-c1cccs1 (configuration not stated)
 : -1	0	97	3	85	2	85	1	-19
- CCN(/N=C/c1cccs1)c1cc(=O)n(C)c(=O)[nH]1
 : 3	10	35	-6	103	2	96	.	-38
- O=C(COC(=O)C12CC3CC(CC(C3)C1)C2)Nc1ncc(Cl)cc1Cl
 : -8	35	.	-33	.	-2	.	21	4
- COc1cccc(N(CC(=O)Nc2ccc3c(c2)OCO3)S(=O)(=O)c2ccccc2)c1
 : 14	-8	.	10	.	-2	.	0	-2
- COc1ccc(CC(=O)Nc2nnc(C)s2)cc1
 : -4	-11	97	9	103	5	88	6	-3
- O=C(NCc1ccccc1)c1ccco1
 : -11	-9	97	11	98	-1	94	.	-20
- O=C(O)c1ccc(C2CCCCC2)cn1
 : -1	-8	.	8	.	1	.	-1	0
- COC(=O)Cn1c2ccc(OC)cc2c2nc3ccccc3nc21
 : -7	3	92	-2	100	-6	61	13	8
- Cc1cccc(OC(=O)c2cn(C)nc2C(F)(F)F)c1C
 : -4	-8	113	8	101	-5	108	-6	9
- S=c1sc2c(N3CCOCC3)ncnc2n1-c1ccccc1
 : .	.	101	.	90	-1	74	1	-4
- O=C(O)[C@@H](c1ccccc1)N1Cc2ccccc2C1=O
 : -2	8	103	-7	106	-3	97	27	16
- Cc1ccc(OC(C)C(=O)N2CCc3ccccc32)cc1 (configuration not stated)
 : -7	2	92	-4	102	-2	85	0	-20
- COc1ccc(Nc2nc(C)c3ccccc3n2)cc1
 : 17	-9	74	8	91	-2	87	0	2
- Cn1c(=O)n(CC(N)=O)c2ccccc21
 : -5	-6	108	9	103	-5	92	21	9
